CXCR6 inh: CXCR6 (human) receptor inhibition. inhibition, % at 20 µM. O00574. 360,000 compounds, 0.36% hits. AID 602244. CHO-K1 PathHunter CXCR6 beta-arrestin, luminescence; in the data active means inhibition above about 34%, passing the limit was not always enough;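 further: antagonist mode with CXCL16 agonist at 10 nM final; 0% = 10 nM CXCL16 with DMSO and 100% = unstimulated wells without agonist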
XBP1 UPR activ: adaptive UPR (XBP1) activation; CHO-XBP1 luciferase reporter, IRE1-XBP1 UPR activation, luminescence; percent of tunicamycin response, DMSO as zero; activation, % at 20 µM; 330,000 compounds, 0.33% hits; AID 463104;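 active means versus positive control, 20 µM dose yields 30% or more activation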;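 further: 100% = tunicamycin at 10 µg/mL and 0% = DMSO only wells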
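assay system = CHO-XBP1 luciferase reporter cells | amount = 1000 cells/well | buffer or medium = F12 plus 10% FBS | compound dosing = single point, 20 µM final compound, 1% DMSO | incubation = 16-18 h cell attachment at 37 °C, then 6 h compound exposure | detection = Steady-Glo luminescence read | controls = tunicamycin 10 µg/mL and vehicle-only wells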
Gli-Sufu block: antagonists of Gli-Sufu signaling; 340,000 compounds, 0.74% hits; Sufu-KO-LIGHT fibroblasts, Gli luciferase reporter luminescence; inhibition, % at 5 µM;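 active means inhibition above about 55%, limit read from the data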;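 further: 0% = DMSO-treated cells and 100% = wells with medium but no cells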
697 NFkB inh: lowers PMA/ionomycin-induced NF-kB signal in 697 B cells | 697 B-cell NF-kB luciferase reporter, 16 h | inhibition, % at 4 µM | 330,000 compounds, 0.33% hits | AID 435022; in the data active means inhibition above about 35%
CCR6 antag: blocks CCL20-driven beta-arrestin recruitment at human CCR6; P51684; CHO-K1 CCR6 PathHunter beta-arrestin, luminescence, CCL20-stimulated; inhibition, % at 20 µM; 340,000 compounds, 0.49% hits; AID 493098;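 active means compounds whose inhibition of the agonist-driven luminescence signal at 20 µM reaches about 50%, limit read from the data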;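 further: cells stimulated with CCL20 at 14 nM final; plate controls were DMSO with CCL20 for no effect and DMSO without agonist for full effect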
CHOP UPR activ: apoptotic UPR (CHOP) activation; AID 449763; 330,000 compounds, 0.34% hits; activation, % at 10 µM; CHO-CHOP luciferase reporter, luminescence; percent of tunicamycin response over DMSO baseline;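 active means at 10 µM dose, activation of 40% or more, normalized to positive control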;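 further: 100% = tunicamycin at 10 µg/mL and 0% = DMSO alone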
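measured by = luciferase luminescence | assay system = CHO-CHOP cells, stable luciferase reporter of PERK-eIF2a-CHOP signalling | amount = 500 reporter cells seeded per well | timing = 6 h compound exposure at 37 °C after overnight seeding | controls = positive tunicamycin 10 µg/mL, negative DMSO alone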
Jurkat NFkB inh: inhibitors of the PMA/ionomycin-induced NF-kB reporter in Jurkat cells; PMA/ionomycin-induced NF-kB luciferase reporter, luminescence; inhibition, % at 4 µM; 330,000 compounds, 0.53% hits; in the data active means inhibition above about 50%
EBI2 antag: EBI2 (human) antagonism | P32249 | EBI2 beta-arrestin recruitment, luminescence, 7a,25-OHC stimulated | inhibition, % at 5 µM | 360,000 compounds, 0.81% hits; in the data active means inhibition above about 38%;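 further: enzyme fragment complementation signal reports receptor beta-arrestin coupling in cells; 0% = agonist plus DMSO wells and 100% = wells without agonist; some results beyond the cut were filed as inactive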
Mdm2 MdmX PPI: disrupts the human Mdm2-MdmX interaction. O15151+Q00987. SaOS-2 split-luciferase Mdm2/MdmX complementation, luminescence. inhibition, % at 8 µM. 330,000 compounds, 3% hits;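 active means inhibition of at least 50% at 8 µM in the primary screen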
Target sequence (O15151 whole entry, looked up): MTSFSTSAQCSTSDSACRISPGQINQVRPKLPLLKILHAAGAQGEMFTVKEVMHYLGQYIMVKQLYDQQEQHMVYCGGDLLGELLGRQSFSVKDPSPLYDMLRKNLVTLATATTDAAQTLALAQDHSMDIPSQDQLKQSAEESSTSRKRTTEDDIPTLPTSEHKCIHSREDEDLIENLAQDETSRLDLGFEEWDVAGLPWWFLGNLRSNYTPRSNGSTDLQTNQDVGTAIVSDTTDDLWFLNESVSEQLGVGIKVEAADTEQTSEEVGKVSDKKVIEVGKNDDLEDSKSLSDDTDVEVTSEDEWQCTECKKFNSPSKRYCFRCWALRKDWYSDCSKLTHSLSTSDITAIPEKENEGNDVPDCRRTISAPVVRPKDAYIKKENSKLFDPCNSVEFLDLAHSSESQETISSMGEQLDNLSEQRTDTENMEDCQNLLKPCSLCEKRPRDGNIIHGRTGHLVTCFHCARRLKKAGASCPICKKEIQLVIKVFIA
Target sequence (Q00987 whole entry, looked up): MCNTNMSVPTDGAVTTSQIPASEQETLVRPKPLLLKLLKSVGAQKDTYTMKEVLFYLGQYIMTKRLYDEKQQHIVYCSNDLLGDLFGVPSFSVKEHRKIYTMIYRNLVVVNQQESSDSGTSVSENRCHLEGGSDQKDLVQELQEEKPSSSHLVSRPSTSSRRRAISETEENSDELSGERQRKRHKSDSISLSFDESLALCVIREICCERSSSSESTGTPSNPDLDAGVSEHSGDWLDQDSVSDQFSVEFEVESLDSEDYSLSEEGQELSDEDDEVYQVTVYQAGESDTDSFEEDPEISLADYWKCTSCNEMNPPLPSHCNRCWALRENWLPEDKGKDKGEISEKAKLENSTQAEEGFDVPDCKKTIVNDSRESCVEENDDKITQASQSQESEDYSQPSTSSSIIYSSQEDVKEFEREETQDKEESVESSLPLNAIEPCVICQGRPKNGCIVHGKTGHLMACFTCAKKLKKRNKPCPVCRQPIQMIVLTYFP
Starred values were filed as active, the others as inactive; x = not tested or not shown. Rows are unselected; overall some 5% were active at least once.

SMILES	CXCR6 inh	XBP1 UPR activ	Gli-Sufu block	697 NFkB inh	CCR6 antag	CHOP UPR activ	Jurkat NFkB inh	EBI2 antag	Mdm2 MdmX PPI
O=[N+]([O-])c1ccc(N2CCN(S(=O)(=O)c3ccccc3)CC2)cc1NCC1CCCO1 (configuration not stated)	6	0	13	-12	23	-1.6	-1	11	9
CSCC[C@H](NC(=O)c1ccc2ccccc2c1)C(=O)N1CCC2(CC1)NCCc1[nH]cnc12	-14	-2	-6	-9	8	-1.1	9	9	-3
O=C(O)CC1S/C(=N\N=C2CCCCCC2)N(c2ccccc2)C1=O (configuration not stated)	3	0	4	7	3	0.8	-4	-7	-9
COCCCN1C2=C(C(=O)CC(C)(C)C2)C(c2ccc(OC)c(OC)c2)C2=C1CC(C)(C)CC2=O	-6	-6	0	0	4	0.3	-6	1	10
CCOc1ccc(NC(=O)CSc2nnc(-c3ccoc3C)n2CC2CCCO2)cc1 (configuration not stated)	0	0	6	-31	1	-0.5	-14	2	-16
Cc1ccc(NC(=O)CN(C)C(=O)c2ccc(Sc3nncn3C)c([N+](=O)[O-])c2)cc1	-8	-2	3	16	-12	-0.1	7	-11	18
O=C(OCc1ccc([N+](=O)[O-])cc1)c1cc2ccccc2oc1=O	-5	-2	3	-20	4	1.6	8	3	2
O=C(CSc1nnc(-c2ccco2)o1)NC1CCCCC1	0	-2	12	-4	4	-0.6	-7	-6	15
Fc1ccc(-c2csc(NC3=NCCC3)n2)cc1	-7	2	1	-19	-3	2.0	-20	5	-5
COc1ccc(NC(=O)CO/N=C/C(=O)Nc2ccccc2C)c([N+](=O)[O-])c1	0	-2	-62	-103	9	1.4	-7	-19	-16
O=Cc1c(-c2ccc(Cl)cc2)oc2ccc(O)cc12	-7	4	0	-154	4	6.2	-125	-5	-214
O=C(Cc1ccc([N+](=O)[O-])cc1)Nc1ccc(Cl)cc1	1	-5	-1	5	-5	0.6	7	7	11
Cn1nnnc1Sc1ncnc2scc(-c3cccs3)c12	x	-2	25	-69	-1	16	-1	x	98*
COc1cccc2c1OCC/C2=N\NC(=O)C(C)Oc1ccc([N+](=O)[O-])cc1 (configuration not stated)	9	-3	21	20	17	-0.9	-15	3	6
CN(CC(=O)Nc1cccc(F)c1)C(=O)c1cc(S(=O)(=O)N2CCN(c3ccccc3)CC2)ccc1Cl	1	-2	9	-3	10	3.7	-3	7	14
Cc1cccc(C(=O)Nc2ccc3c(c2)nc(C)n3C)c1	-3	-6	-79	-100	-9	-2.4	-92	-2	-74
COc1cccc2c(O)c(-c3ccccc3)c(=O)[nH]c12	-2	0	-1	14	8	0.8	11	1	18
Cc1cc(C)n(C(=O)c2ccc(S(=O)(=O)N3CCOCC3)cc2)n1	-10	1	5	15	-4	2.5	9	2	-9
Cc1c(C(=O)N2CC3(CC(c4cccc(NC(=O)CC(c5ccccc5)c5ccccc5)c4)=NO3)C[C@@H]2C(N)=O)cc([N+](=O)[O-])cc1[N+](=O)[O-] (some centres not stated)	-2	-1	5	6	3	0.6	11	-40	23
CCNC(=O)Oc1ccc[nH]c1=O	-3	0	3	-11	-10	0.5	10	-10	14
CC1CCc2nc(NC(=O)CCSc3ccccc3)sc2C1 (configuration not stated)	5	4	-17	0	2	-0.3	-8	-2	20
O=S(=O)(Nc1nc2ccccc2nc1-[n+]1cccc(N=C([O-])c2ccccc2Cl)c1)c1ccccc1	x	-2	x	17	x	-1.5	12	x	31
CCOc1ccc(-n2c(C)cc(/C=N/N(C)C)c2C)cc1	5	-2	38	2	7	-1.3	1	-6	25
COc1ccc(CCn2c(SCC(=O)Nc3cc(C)on3)nc3ccccc3c2=O)cc1OC	8	23	19	11	4	2.9	-12	8	59*
CN(C(=O)c1ccc(NC(=O)Cc2cccc(NC(=O)C3CCCN(C(=O)C4CC4)C3)c2)cc1)C1CCCC1 (configuration not stated)	-5	2	6	-5	1	0.8	-14	-2	-5
CCOC(=O)c1[nH]cnc1C(=O)Nc1cccc(OC)c1	-9	-1	2	-46	-8	0.4	-11	1	11
COCCN(CC1CCCN(C2Cc3ccccc3C2)C1)C(=O)CCSC (configuration not stated)	6	0	10	10	16	1.4	-8	-3	-2
Cc1nn(-c2ccccc2)c(C)c1/C=N/n1c(-c2ccc(Cl)cc2)n[nH]c1=S	8	9	1	18	19	0.2	8	13	15
Cc1cc(C(=O)Cn2nc(C(=O)O)c3ccccc3c2=O)c(C)n1-c1ccc(F)cc1	-2	3	-22	-5	4	3.7	-4	-8	26
C=CCOc1ccc2c(c1)c(=O)cc(C(=O)O)n2CC	3	-3	3	7	8	-1.7	4	-4	11
COc1cc(C2C(C(=O)Nc3ccccc3OC)=C(C)Nc3ncnn32)ccc1O (configuration not stated)	2	-3	-5	11	-11	1.7	0	-11	2
Cc1csc(=O)n1CC(=O)OCC(=O)Nc1cc(S(=O)(=O)N2CCOCC2)ccc1Cl	-4	-4	-8	15	0	0.9	13	5	16
COc1cc(C(C(=O)NC2CCCCC2)N(C(=O)Cc2c[nH]c3ccccc23)c2ccccc2C)cc(OC)c1OC (configuration not stated)	12	1	1	5	17	-1.3	10	4	-3
O=C1C2C(C(=O)N1/N=C/c1ccc([N+](=O)[O-])o1)C1C=CC2C12CC2 (configuration not stated)	-14	-1	-6	-36	4	0.7	18	-11	17
Nc1nc(C2CC(=O)OC23CCCCC3)cs1 (configuration not stated)	3	-4	-8	-13	-10	0.1	-10	-5	0
O=c1c2cccnc2n(-c2ccccc2)n1Cc1c(Cl)cccc1Cl	9	-4	-4	-40	10	-1.4	-31	-19	1
O=C(/C=C/c1cc[n+](CC(=O)c2ccc3cccc4c3c2CC4)cc1)c1ccc2cccc3c2c1CC3	-10	-2	11	16	30	-0.9	0	-3	-3
N#C/C(=C(/O)Cc1ccccc1)P(=O)(c1ccccc1)c1ccccc1	2	2	-3	5	-10	2.3	8	-4	-22
Cn1c(COc2ccccc2)nnc1SCC(=O)c1cccc([N+](=O)[O-])c1	5	-2	-5	5	-7	-0.7	20	-1	24
C=CCNc1nc(N2CCOCC2)nc(N2CCOCC2)n1	-8	-5	-7	-53	7	0.3	-29	8	2
Cc1nn(C)c(Cl)c1/C=N/OC(=O)c1ccccc1	0	3	4	-3	-2	1.4	15	7	12
Cc1ccc(S(=O)(=O)N[C@@H](Cc2ccccc2)C(=O)N2CCC(C(=O)N[C@H](C(=O)O)C(C)O)CC2)cc1 (some centres not stated)	-4	1	5	3	5	-1.9	5	-8	28
CC(=O)O/N=C(\N)c1ccc(-c2csnn2)cc1	-12	7	-16	-67	8	1.0	-44	2	-19
CC(C(=O)Nc1ccc(C#N)cc1)N(C)CC(=O)Nc1ccccc1Br (configuration not stated)	14	-4	17	8	10	-0.1	4	-2	15
COc1ccc(-c2nsc3c(N4CCCCC4C)ncnc23)cc1 (configuration not stated)	-7	-11	81*	16	10	-8.9	42	16	84*
CCCCC[C@@H](/C=C/C1C(=O)C=C[C@H]1C/C=C\CCCC(=O)O)OC(C)=O (some centres not stated)	1	x	6	x	-10	x	x	-4	x
COc1ccc(CN(C)C(=O)c2cnc(C)cn2)c(OC)c1OC	0	1	2	11	-8	-2.6	-4	5	-20
COc1ccccc1CNC(=O)C1CC2Cn3c(nc4cc(Cl)c(Cl)cc43)C2N1C (configuration not stated)	1	0	32	12	-13	0.8	7	5	17
CN(C)S(=O)(=O)c1ccc(NC(=O)CN2CCC(Cc3ccccc3)CC2)cc1	13	-1	9	-19	16	3.6	1	3	1
Cc1ccc(Cl)cc1N1CCN(C(c2ccc(C#N)cc2)c2nnnn2C2CCCC2)CC1 (configuration not stated)	10	-2	17	-7	3	-1.6	34	12	15
O=C1CC(Sc2cccs2)C(=O)N1c1ccccc1 (configuration not stated)	-4	-1	0	14	-9	-0.6	-13	2	15
COc1ccc([N+](=O)[O-])cc1N(CC(=O)NCCSc1ccccc1)S(C)(=O)=O	3	-2	6	12	10	-0.2	1	3	9
CC(C)Oc1ccc(N2CC(C(=O)Nc3ccccc3C(=O)NC3CC3)CC2=O)cc1 (configuration not stated)	-5	-1	-8	10	15	-0.7	-3	10	9
CC(C)COC(=O)N1CCN(S(=O)(=O)c2ccc3c(c2)CCC3)CC1	11	-2	5	1	14	-0.9	4	-7	10
CCOc1ccc(-c2c(=O)n(OCc3ccccn3)c3ccccc3[n+]2[O-])cc1	6	3	2	-6	4	2.2	-15	-2	-27
CS(=O)(=O)NCCCCNc1ccc(C(F)(F)F)cc1[N+](=O)[O-]	5	-2	15	2	10	-0.3	-2	9	10
CCOC(=O)C1=C(COC(=O)c2ccc3ccccc3c2O)NC(=O)NC1C (configuration not stated)	-3	7	17	-10	-5	2.4	-19	-15	-2
O=C(Nc1ccc2c(c1)OCCO2)C1CCN(C(=O)c2ccccc2)CC1	-6	-1	2	1	21	-2.3	-18	-1	-6
Cc1cc(/C=C(\C#N)C(=O)O)c(C)n1CC(C)C	0	0	8	2	9	-1.8	-2	-7	35
CC1(C2(O)CC(c3ccccc3)ON2)CCCCC1 (configuration not stated)	x	-1	x	20	x	0.6	12	x	5
Continued.
SMILES	CXCR6 inh	XBP1 UPR activ	Gli-Sufu block	697 NFkB inh	CCR6 antag	CHOP UPR activ	Jurkat NFkB inh	EBI2 antag	Mdm2 MdmX PPI
c1cncc(CNc2ncn[nH]2)c1	-8	-2	2	9	-3	-2.6	-5	-5	14
O=C(CN1CCOCC1)Nc1ccc(Oc2ccccc2)cc1	-4	3	0	-22	-2	2.1	5	-3	-27
CCn1nc(C)cc1C(=O)N1CCCC(Nc2ccc(F)c(F)c2)C1 (configuration not stated)	-16	-3	3	2	-8	0.4	0	2	-5
CCN1C(=O)[C@@H]2[C@@H](c3ccc(-c4ccc(C(C)=O)cc4)cc3)N3CCC[C@@]3(C(=O)OC)[C@@H]2C1=O	2	-1	-8	10	0	0.0	12	3	-3
CC(=O)C(Sc1ccc2nnc(-c3ccc(F)cc3)n2n1)C(C)=O	-3	-2	-7	8	-1	-1.0	0	-1	28
Cc1n[nH]c(=O)nc1NCc1ccccc1Cl	-6	0	-10	8	8	-1.3	13	-8	20
CCc1ccc(NC(=O)C(=O)N/N=C(\C)CC(=O)Nc2ccc(OC)cc2)cc1	-6	2	-2	7	8	2.0	-4	4	12
CCOC(=O)c1sc2nc(C)cc(C)c2c1NC(=O)c1ccco1	6	2	-15	15	-13	-5.5	4	-8	25

Records above marked active in Mdm2 MdmX PPI.
Molecule	CXCR6 inh	XBP1 UPR activ	697 NFkB inh	CCR6 antag	Jurkat NFkB inh	EBI2 antag	Mdm2 MdmX PPI
Cn1nnnc1Sc1ncnc2scc(-c3cccs3)c12	x	-2	-69	-1	-1	x	98*
COc1ccc(CCn2c(SCC(=O)Nc3cc(C)on3)nc3ccccc3c2=O)cc1OC	8	23	11	4	-12	8	59*
COc1ccc(-c2nsc3c(N4CCCCC4C)ncnc23)cc1 (configuration not stated)	-7	-11	16	10	42	16	84*

Some of the entries so far, with each value named:
> O=C(CN1CCOCC1)Nc1ccc(Oc2ccccc2)cc1
  CXCR6 inh: -4
  XBP1 UPR activ: 3
  Gli-Sufu block: 0
  697 NFkB inh: -22
  CCR6 antag: -2
  CHOP UPR activ: 2.1
  Jurkat NFkB inh: 5
  EBI2 antag: -3
  Mdm2 MdmX PPI: -27
> CCn1nc(C)cc1C(=O)N1CCCC(Nc2ccc(F)c(F)c2)C1 (configuration not stated)
  CXCR6 inh: -16
  XBP1 UPR activ: -3
  Gli-Sufu block: 3
  697 NFkB inh: 2
  CCR6 antag: -8
  CHOP UPR activ: 0.4
  Jurkat NFkB inh: 0
  EBI2 antag: 2
  Mdm2 MdmX PPI: -5
